Lipid storage S3 = qHTS Assay for Lipid Storage Modulators in Drosophila S3 Cells. Drosophila S3 cells, BODIPY lipid droplet fluorescence, 18-24 h; cells fed with added oleic acid. lipid storage change, negative = inhibition, % at the top dose, mostly 46.1 µM; hits show Potency in µM. actives 0.64% (n = 320,000). AID 2685; active = well fitted inhibition curve with a large enough effect in the signal ratio, with a control signal flat, not every such curve was filed as active; inconclusive = small, poorly fitted or top-dose-only effect, or effect the other way, or a change in a side signal; the % refers to the signal ratio
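Drosophila S3 cells loaded with oleic acid (400 uM, as added) and compounds at several concentrations; lipid droplets imaged by 488-nm laser-scanning cytometry, 500–530 nm intensity and object ratio to cell channel. Percent activity normalized to 20 uM Triacsin C.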
Lipid storage S3 cell count max = further read-out of Lipid storage S3, marked with its call; cell number change, %; measured here: cell count max response;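 cells counted by Cell Tracker Red CMTPX staining in the red channel; peak over a dose series mostly up to 46.1 µM; percent activity relative to internal control wells on each plate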
* hit, by the source's call; i = inactive; ? = inconclusive; . = no result given. % is set by controls: 0 for no effect and ±100 for the full control effect; potency is the fitted concentration of half-maximal effect. The list is partial, so the mix of outcomes need not match the whole.

Second line of a record – Lipid storage S3	Lipid storage S3 cell count max
CC(=O)Nc1ccccc1-c1nc2ccc(C(=O)N3CCN(c4ccccc4)CC3)cc2[nH]c1=O
  21%	1
COc1ccc(NC(=O)CSc2nnc(NC(=O)c3ccc(S(=O)(=O)N4CCOCC4)cc3)s2)cc1
  i	0
Cc1nc2ccccc2n1C(C)c1ccccc1 (stereo not given)
  i	-7
O=C(COC(=O)c1ccc2c(c1)C(=O)N(Cc1ccncc1)C2=O)Nc1ccccc1[N+](=O)[O-]
  i	21
Cc1cc(C(=O)Cn2nc(C(=O)O)c3ccccc3c2=O)c(C)n1-c1ccc(OC(F)F)cc1
  ?	.
Cc1ccccc1OCC(=O)Nc1ccc(C(N)=O)cc1
  ?	.
CCCC1CCC(C(=O)Nn2cnc3ccccc3c2=O)CC1 (stereo not given)
  ?	.
CC(=O)Nc1cc(-c2ccc(Cl)cc2)[nH]n1
  -8%	-6
CC(C(=O)NCCN1CCOCC1)c1ccc([N+](=O)[O-])cc1 (stereo not given)
  ?	.
O=C(CSc1nnc(-c2ccc3c(c2)OCCO3)o1)NC1CCCCC1
  ?	.
Cc1ccc(NC(=O)c2cnc(SCC(=O)NCC3CCCO3)n(C)c2=O)cc1C (stereo not given)
  ?	.
COc1ccc(OCc2cccc(C(=O)Nc3cc(C)on3)c2)cc1
  ?	.
O=C(O)COc1ccc(S(=O)(=O)N2CCCC2)cc1
  27%	8
COc1ccc(-c2csc(N(CC3CCCO3)C(=O)c3ccc(C)cc3)n2)cc1 (stereo not given)
  ?	.
CCOC(=O)C(=O)NN=C(c1ccccc1)c1ccccc1
  -20%	-5
CCN(CC)C(=O)CN(C)S(=O)(=O)c1cccc2nsnc12
  8%	-1
Cc1ccc(-c2ccc(=O)n(CC(=O)Nc3cccc(C(=O)N4CCN(C)CC4)c3)n2)cc1
  ?	.
Cc1ccc(S(=O)(=O)N(C)C)cc1NC(=O)Nc1ccccc1F
  ?	.
O=C(COC(=O)c1c2ccccc2cc2ccccc12)Nc1ncc(C(F)(F)F)cc1Cl
  ?	.
COc1cc2c(cc1O)CC[C@@H]1[C@@H]2CC[C@]2(C)[C@@H](O)CC[C@@H]12
  1%	-12
CCN(CC)CCNCc1cc(Br)ccc1OCC(=O)NCc1ccccc1
  ?	.
Cc1ccc(CN=C2NC(=O)C(CC(=O)NCCc3ccccc3)S2)cc1 (stereo not given)
  ?	.
O=C(Nc1nc(-c2ccc(S(=O)(=O)N3CCCC3)cc2)cs1)C1COc2ccccc2O1 (stereo not given)
  i	.
COc1c(N)c2ccccc2[nH]c1=O
  ?	.
Cc1ccc(CNC(=O)CSc2c3c(nc4cc(Cl)ccc24)CCCC3)o1
  ?	.
Cc1ccc(S(=O)(=O)Cc2nnnn2-c2ccccc2)cc1
  -12%	-4
CC1CC(C)CN(S(=O)(=O)c2cccc(C(=O)OCCN3CCCC3=O)c2)C1 (stereo not given)
  i	.
CN(C(=O)CCc1nc2ccccc2c(=O)[nH]1)C1CCS(=O)(=O)C1 (stereo not given)
  ?	.
Cc1ccc(S(=O)(=O)N2CCCCC2C(=O)N(C)c2ccccc2)cc1 (stereo not given)
  ?	.
CCC(=O)Nc1nnc(-c2ccncc2)s1
  i	.
O=C(CCNC(=O)c1ccccc1Cl)NCC(c1ccco1)N1CCCC1 (stereo not given)
  12%	15
Cc1ccc(C(=O)NCC(=O)NCC(=O)OCC(=O)c2ccc([N+](=O)[O-])cc2)cc1
  ?	.
COc1cccc(C(=O)Oc2ccc(/C=N/NC(=O)c3ccncc3)cc2OC)c1
  ?	.
OC(CNCC1CCCO1)Cn1c2ccc(Br)cc2c2cc(Br)ccc21 (stereo not given)
  ?	.
O=C(CSc1nnc2ccccn12)N1CCc2ccccc2C1
  ?	.
Cc1nc2ccccc2n1CC(O)COC1CCCCC1 (stereo not given)
  3%	-11
Cc1ccc(CCc2nnc(SCC(=O)Nc3ccccc3Cl)n2-c2ccccc2)o1
  12%	-8
CC1Cc2ccccc2N1C(=O)CNc1ccccc1N1CCCCC1 (stereo not given)
  0%	1
O=C(CNC(=O)c1ccccc1C(=O)O)c1ccccc1
  ?	.
Cc1ccc(CN=c2c([N+](=O)[O-])nn(-c3cccc(Cl)c3)n2O)cc1
  -8%	25
Cc1nnc(NC(=O)CSc2nccn2Cc2ccc(F)cc2)s1
  ?	.
CCOC(=O)c1cnn(-c2ccccc2)c1NC(=O)c1ccccc1
  ?	.
NS(=O)(=O)c1ccc2c(c1)C(=NO)c1cc(S(N)(=O)=O)ccc1-2
  ?	.
COc1ccc(CCN(Cc2cc3cc4c(cc3[nH]c2=O)OCO4)C(C)=O)cc1OC
  ?	.
Cc1ccc(-n2ncc3c2CCCC3NC(=O)c2cnccn2)cc1C (stereo not given)
  ?	.
COc1cc(C(=O)Nc2scc(-c3ccccc3)c2C(=O)O)cc(OC)c1OC
  -22%	9
CC1CCN(C(=O)c2ccc3c(c2)OCO3)CC1
  i	-10
O=C(COc1cccc2ccccc12)N1c2ccccc2CCc2ccccc21
  -10%	.
Cn1cnc2cc(OC(=O)c3ccccc3)ccc21
  i	19
Cc1ccc(C(C)CCN2CCC(n3nccc3NC(=O)c3ccccc3)CC2)o1 (stereo not given)
  -6%	11
Cc1cc(O)c(-c2cc(O)c(C)cc2O)cc1O
  ?	.
O=C(O)C1CC(=O)N(CCc2ccc(F)cc2)C1 (stereo not given)
  ?	.
CCCCNC(=S)NNC(=O)c1ccoc1C
  0%	-5
CC(=O)Nc1ccccc1C(=O)C(=O)Nc1ccc(C(=O)N2CCOCC2)cc1
  ?	.
COc1cc(S(=O)(=O)N(CCc2ccccc2)Cc2cccs2)ccc1-n1cnnn1
  4%	14
COc1ccc(CN(CC(=O)NCc2ccccc2)C(=O)c2csnn2)cc1
  12%	2
O=C(CSc1nc2ccccc2[nH]1)N1CCN(C(=O)c2ccco2)CC1
  i	8
Cc1ccc(C(=O)COC(=O)CNC(=O)Cc2ccccc2)cc1[N+](=O)[O-]
  ?	.
COc1cc(S(=O)(=O)N(Cc2cccc(OC)c2OC)CC2CCCO2)ccc1-n1cnnn1 (stereo not given)
  0%	8
O=C(O)CSc1nnc(Cn2c(=O)sc3ccccc32)n1-c1cccc(Cl)c1
  ?	.

The list goes on, overlapping the part above by 3 compounds.
Second line of a record – Lipid storage S3	Lipid storage S3 cell count max
Cc1ccc(C(=O)COC(=O)CNC(=O)Cc2ccccc2)cc1[N+](=O)[O-]
  ?	.
COc1cc(S(=O)(=O)N(Cc2cccc(OC)c2OC)CC2CCCO2)ccc1-n1cnnn1 (stereo not given)
  0%	8
O=C(O)CSc1nnc(Cn2c(=O)sc3ccccc32)n1-c1cccc(Cl)c1
  ?	.
O=S(=O)(Nc1ccc2cn[nH]c2c1)c1ccc(Cl)s1
  ?	.
COC(=O)C1=C(N)OC2=C(C(=O)CCC2)C1c1ccccc1OC (stereo not given)
  ?	.
[N-]=[N+]=NC(c1ccccc1)c1nc2ccccc2[nH]c1=O (stereo not given)
  ?	.
CCCCN(CCCC)C(=O)CN(C)S(=O)(=O)c1ccc2c(c1)n(C)c(=O)c(=O)n2C
  -1%	26
CCc1nnc(NC(=O)C2=CCN(S(=O)(=O)c3ccccc3)CC2)s1
  ?	.
C=CCSc1nnc(-c2ccc(Cl)cc2Cl)o1
  ?	.
O=C(c1ccc2[nH]c3c(c2c1)CCCC3)N1CCN(c2ccc(F)cc2)CC1
  ?	.
CC(C(=O)NC1CCCC1)N(Cc1ccc2c(c1)OCO2)C(=O)c1snc(C(N)=O)c1N (stereo not given)
  ?	.
O=C(CNC(=O)c1cccs1)c1ccc(F)cc1
  2%	-1
C/C(=N/NC(=O)C(O)(c1ccccc1)c1ccccc1)c1ccc([N+](=O)[O-])o1
  -5%	-1
CC(=O)O/N=C1\C(=O)N(Cc2ccc(C)cc2)c2ccccc21
  ?	.
O=C(CCc1nc2ccccc2c(=O)[nH]1)N1CCN(S(=O)(=O)c2cccc(F)c2)CC1
  ?	.
Cc1cc(C)n(C(C)CNS(=O)(=O)c2ccccc2)n1 (stereo not given)
  ?	.
CS(=O)(=O)N1CC(C(=O)NN)Oc2ccc(Cl)cc21 (stereo not given)
  -20%	-8
N=c1c(-c2nc3ccccc3[nH]2)cc(C(=O)c2ccco2)nn1-c1ccccc1
  21%	12
COc1ccc(NC(=O)C2=Cc3ccccc3OC2)cc1
  ?	.
Cc1ccccc1-c1nc(SCc2ccccn2)c2c(=O)n(C)c(=O)n(C)c2n1
  ?	.
Cc1ccc(NC(=O)COC(=O)c2ccc(S(=O)(=O)N3CCCC3)cc2)cc1
  ?	.
O=C(C1CCC1)N1CCCc2cc(S(=O)(=O)N3CCN(c4ccccc4)CC3)ccc21
  3.3µM*	-3.4*
CCCCOC(=O)CCNc1n[nH]c(=O)[nH]c1=O
  -5%	11
Cc1cccc(C)c1NC(=O)CNC(=O)c1cccc(S(=O)(=O)NCc2cccs2)c1
  ?	.
O=C(Nc1ccncc1)c1cccc(S(=O)(=O)N2CCc3ccccc32)c1
  ?	.
O=C(Cn1nc([N+](=O)[O-])nc1Br)NC(c1ccccc1)c1ccccc1
  ?	.
Brc1cc2c(cc1Cn1c(-c3cncs3)nc3ccccc31)OCO2
  ?	.
CCn1c(SCC(=O)NCCc2ccc(OC)c(OC)c2)nc2c1c(=O)n(C)c(=O)n2C
  ?	.
O=C(CCN1CCOCC1)N1CCCC(Nc2cccc(F)c2)C1 (stereo not given)
  ?	.
CC1CCCCN1C(=O)CSc1nc2c(c(=O)n(C)c(=O)n2C)n1C (stereo not given)
  ?	.
COc1nccnc1NS(=O)(=O)c1ccc(NCc2ccccc2O)cc1
  -25%	6
O=C(CSc1ncccn1)NCCC1=CCCCC1
  i	-11
CCn1c(CC(=O)Nc2cccc(OC)c2)nnc1SCC(=O)Nc1nccs1
  ?	.

Rewritten with each value named: 3 of the compounds above.
O=S(=O)(Nc1ccc2cn[nH]c2c1)c1ccc(Cl)s1
  Lipid storage S3 = ?; Lipid storage S3 cell count max = .

CS(=O)(=O)N1CC(C(=O)NN)Oc2ccc(Cl)cc21 (stereo not given)
  Lipid storage S3 = -20%; Lipid storage S3 cell count max = -8

O=C(CCN1CCOCC1)N1CCCC(Nc2cccc(F)c2)C1 (stereo not given)
  Lipid storage S3 = ?; Lipid storage S3 cell count max = .

Remaining list, next part:
Second line of a record – Lipid storage S3	Lipid storage S3 cell count max
COc1ccc(Cn2c(O)c(C=Nc3ccc(C)cc3)c3ccccc3c2=O)cc1
  ?	.
COc1cccc(/C=N/NC(=O)CN(CCc2ccccc2)S(=O)(=O)c2ccc(NC(C)=O)cc2)c1
  ?	.
Cc1ccc(-n2c(N)c(C(=O)NCc3ccco3)sc2=S)cc1
  ?	.
CCN(CC)CCN1C(=O)C(=O)/C(=C(/O)c2ccc(S(=O)(=O)N3CCOCC3)cc2)C1c1ccccc1 (stereo not given)
  ?	.
CN1CCN(c2nc3c(c(=O)n(C)c(=O)n3C)n2Cc2ccc(F)cc2)CC1
  ?	.
Cc1cc(C)n(-c2nnc(NCc3ccc(Cl)cc3)nn2)n1
  ?	.
Cc1nn2c(-c3ccc(F)cc3)ccnc2c1Br
  -10%	-16
Cc1cc(C)n2nc(SCC(=O)NC(=O)NCc3ccco3)nc2n1
  -3%	-17
Cc1cc2nc(-c3ccc[nH]c3=O)n(Cc3ccc(F)cc3)c2cc1C
  -6%	-3
Cc1cccc(NC(=O)c2nc[nH]c2C(=O)Nc2ccccc2[N+](=O)[O-])c1
  12%	.
COC(=O)NC(C)N1C(=O)C2C3C=CC(C3)C2C1=O (stereo not given)
  -3%	-12
CCc1cc(C)cc(OCCNC(=O)c2ncn[nH]2)c1
  ?	.
N#Cc1cc2ccccc2nc1SCC(=O)Nc1ccc(S(=O)(=O)N2CCCC2)cc1
  ?	.
Cc1cccc(C(=O)N(Cc2nc3ccccc3c(=O)[nH]2)C2CCCCC2)c1
  22%	-3
COc1ccc(Cl)cc1NC(=O)NCc1ccccn1
  -2%	5
O=C(CN1C(=O)NC2(CCCCC2)C1=O)NCCCSc1ccccc1
  -6%	-1
COc1ccccc1NC(=O)COc1ccc(/C=N/NC(=O)CSCc2ccc(Cl)cc2)cc1
  -10%	2
Cc1ccc(C(=O)n2cnnc2N)cc1
  3%	9
O=C(COc1ccccc1F)Nc1ccc(N2CCOCC2)cc1N1CCOCC1
  ?	.
COc1cccc(-c2cc(C(F)(F)F)n3ncc(C(=O)O)c3n2)c1
  i	.
Clc1ccc(CN2CCCCCC2)cc1
  12%	8
CC1CCc2cc(F)ccc2N1C(=O)CSc1nnc2c(n1)[nH]c1ccc(F)cc12 (stereo not given)
  -15%	-17
Nc1ccc(S(=O)(=O)NC2=NCCCCC2)cc1
  -2%	11
Cc1cccc(N(CC(=O)NCc2ccco2)C(=O)CCC(=O)Nc2nccs2)c1C
  i	-27
O=C(COCc1cc(-c2ccc3c(c2)OCO3)on1)N1CCN(c2cccc(Cl)c2)CC1
  ?	.

Screening data deposited in PubChem by National Center for Advancing Translational Sciences (NCATS).
